PP5 inh – blocks human protein phosphatase 5 activity; P53041; purified PP5c, OMFP substrate fluorescence; inhibition, % at 6.7 µM; hit rate 0.18% among 320,000; AID 1987;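 active means inhibition above the campaign's mean inhibition across all tested compounds plus 3 SD, cut at about 9.5% in these data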;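 further: 0% = DMSO only and 100% = 100 µM cantharidin control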
Target sequence (P53041 whole entry, looked up): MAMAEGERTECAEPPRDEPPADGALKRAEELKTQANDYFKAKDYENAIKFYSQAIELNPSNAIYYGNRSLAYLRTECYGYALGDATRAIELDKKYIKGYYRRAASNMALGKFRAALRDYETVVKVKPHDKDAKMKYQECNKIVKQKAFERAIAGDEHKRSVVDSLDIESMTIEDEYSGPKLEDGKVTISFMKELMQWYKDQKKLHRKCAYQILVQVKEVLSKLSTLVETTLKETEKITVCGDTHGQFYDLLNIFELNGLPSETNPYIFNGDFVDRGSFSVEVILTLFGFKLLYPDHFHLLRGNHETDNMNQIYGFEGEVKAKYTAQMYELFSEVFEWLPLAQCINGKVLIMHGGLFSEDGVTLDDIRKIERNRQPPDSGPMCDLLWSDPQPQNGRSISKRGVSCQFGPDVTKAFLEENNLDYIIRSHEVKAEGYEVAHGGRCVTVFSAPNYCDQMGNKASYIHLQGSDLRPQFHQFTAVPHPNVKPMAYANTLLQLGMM
PP1 counter – PP1-alpha (human) inhibition in PP5 counter-screen. P62136. purified PP1alpha, OMFP fluorescence. inhibition, % at 6.7 µM. hit rate 0.9% among 320,000. AID 2235;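 active means inhibition above the mean inhibition of all tested compounds plus 3 SD, computed separately for each screening campaign, cut at about 15% in these data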
Yeast superoxide – lowers age-related superoxide in aged yeast cells. S. cerevisiae aged cells, superoxide DHE fluorescence; stronger effect = lower value. superoxide response (% of plate mean), % at 10 µM. hit rate 0.18% among 330,000;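 active means superoxide response under a set limit, about three screen SD below normal, cut at about 65% in these data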;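 further: yeast aged for seven days with compound at 30 °C before DHE staining; 100% = average MFI of all compound-treated wells on the plate with controls excluded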
HCV core dimer – HCV core protein dimerization inhibition. inhibition, % at 5 µM. hit rate 0.33% among 300,000. TR-FRET GST/Flag-core106 dimerization, 1536-well. AID 1899;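 active means inhibition above the mean of all tested compounds plus 3 SD, set per screening campaign, cut at about 45% in these data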
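System – GST-tagged and Flag-tagged HCV core protein residues 1-106 · Repeats – one well for each compound · Technique – TR-FRET 671 and 617 nm emission · Doses – one concentration, 5 µM, in 0.5% DMSO · Times – 4 h, 22.5 °C incubation · Also added – Eu donor and XL665 acceptor anti-tag antibodies · Measure – percent inhibition of core106 dimerization signal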
GASC-1 inh – blocks human GASC-1 demethylase activity; GST-JMJD2C(1-420) H3K9me3 demethylation, DELFIA europium; inhibition, % at 2.35 µM; hit rate 0.069% among 330,000;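 active means more than half of a compound's replicate wells show inhibition beyond 50%, single wells judged on their own value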;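 further: signal counts dimethyl H3K9 product captured on neutravidin plate; 0% = median of DMSO wells and 100% = 0.3 times that DMSO median; strong numbers were not always called active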
TPT1 inh – C. albicans TPT1 enzyme inhibition; recombinant caTPT1, FP RNA substrate dephosphorylation; inhibition, % at 5 µM; hit rate 0.81% among 300,000; AID 1962;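 active means inhibition above the mean of all tested compounds plus 3 SD, set per screening campaign, cut at about 24% in these data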;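 further: plate controls were DMSO alone for no effect and ferristatin control at 100 nM for full effect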
EBNA-1 inh – blocks EBNA-1 binding to DNA; EBNA-1 DNA binding, fluorescence polarization; inhibition, % at 14.8 µM; hit rate 0.34% among 300,000; AID 1950; in the data active means inhibition above about 28%
Fh CTSL1 inh – blocks F. hepatica cathepsin L1 in PFM18AAP counter-screen; recombinant F. hepatica cathepsin L1, Z-Leu-Arg-MCA fluorescence; inhibition, % at 5.96 µM; hit rate 0.49% among 300,000;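 active means inhibition above the mean of all tested compounds plus 3 SD, set per screening campaign, cut at about 17% in these data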;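 further: 0% = plate median of test compound wells and 100% = 1 µM Z-Phe-Ala-diazomethylketone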
ZTA DNA inh – blocks Epstein-Barr virus ZTA, an EBNA-1 counter-screen; P03206; ZTA-DNA binding, fluorescence polarization; inhibition, % at 11 µM; hit rate 0.15% among 320,000; AID 2234; in the data active means inhibition above about 33%
Target sequence (P03206 whole entry, looked up): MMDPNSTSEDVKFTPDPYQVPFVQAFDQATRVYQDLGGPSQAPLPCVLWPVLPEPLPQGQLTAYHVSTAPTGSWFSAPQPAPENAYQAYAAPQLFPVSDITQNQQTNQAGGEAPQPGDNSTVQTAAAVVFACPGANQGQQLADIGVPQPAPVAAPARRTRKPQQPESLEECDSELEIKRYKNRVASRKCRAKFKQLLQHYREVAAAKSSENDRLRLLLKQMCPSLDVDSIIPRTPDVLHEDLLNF
Starred values were filed as active, the others as inactive; x = not tested or not shown.

SMILES,PP5 inh,PP1 counter,Yeast superoxide,HCV core dimer,GASC-1 inh,TPT1 inh,EBNA-1 inh,Fh CTSL1 inh,ZTA DNA inh
NC(=O)CNC(=O)c1cccc(Cl)c1,-1.1,-1,113,-2,14,2,-2,1,18
O=C1CCCN1CCCNS(=O)(=O)c1ccc(Br)cc1,-1.6,-5,94,1,0,0,12,0,18
O=C(Nc1ccccc1C(=O)NCc1cccnc1)c1ccco1,-0.1,-3,122,0,10,-7,4,0,10
Cc1cc(Cl)ccc1OCC(=O)NC(=S)Nc1ccccc1N1CCOCC1,0.7,-1,102,8,-4,-4,44*,1,14
Cc1ccc(N2C(=O)[C@@H]3[C@H](C2=O)C2c4ccccc4C=CN2[C@@H]3C(=O)c2ccco2)c(C)c1 (some centres undefined),1.7,3,112,38,-1,-38,-1,35*,-2
FC(F)(F)c1cnc(Oc2ccccc2-c2nnco2)c(Cl)c1,4.0,-3,105,6,5,-2,-24,1,-6
CC(=O)c1ccc(N2CCN(C(=O)c3cc4c(s3)CCCC4)CC2)cc1,2.8,2,95,8,17,0,3,0,-9
O=C1OCc2cccc([N+](=O)[O-])c21,-1.5,-1,101,-4,1,3,-3,5,0
COc1ccc(CCN2C(=O)NC(NS(=O)(=O)c3ccccc3)(C(F)(F)F)C2=O)cc1OC (centres undefined),0.5,-1,106,5,-1,-2,10,0,15
c1ccc(CCC2=NCCn3cccc32)cc1,-1.5,-5,105,0,7,0,12,3,21
COc1ccc(N=C(C)c2sc3ccccc3c2O)cc1,1.0,1,90,-10,-3,64*,2,3,13
COC(=O)CNC(=O)c1ccccc1,4.1,-5,114,2,2,-6,-1,-1,6
NS(=O)(=O)c1ccc(CCNC(=O)CNC(=O)COc2ccccc2)cc1,-6.8,0,55*,-8,-4,2,-15,-3,-1
CCCCn1c(=O)c(C(=O)OCC)c(O)c2ccccc21,-0.6,-3,90,-15,2,2,-2,5,19
CCc1nnc(NC(=O)CSc2nc3cccnc3n2Cc2ccccc2)s1,0.5,2,97,5,-4,4,-6,1,20
Cc1[nH][nH]c(=O)c1N=Nc1ccccc1C#N,0.8,1,98,-8,19,0,-4,5,-16
COc1cccc(C(=O)Cn2c(=N)n(C)c3ccccc32)c1,-1.9,-1,96,-4,-19,-2,7,-2,-1
COc1cccc(CN2CCc3ccc(NC(=O)CCc4ccc(C)cc4)cc3C2)c1O,5.0,-1,102,6,-22,-1,-5,-2,0
COc1cc(NC(=O)c2ccccc2)c(OC)cc1NC(C)=O,-1.6,1,93,0,-2,-2,-2,1,6
Cc1ccccc1NS(=O)(=O)c1ccc(OCC(=O)N2CCCCC2)cc1,3.3,1,109,-4,-7,-4,2,4,-7

Compound profiles, from the list above. Order of screens: PP5 inh, PP1 counter, Yeast superoxide, HCV core dimer, GASC-1 inh, TPT1 inh, EBNA-1 inh, Fh CTSL1 inh, ZTA DNA inh
Shown for COC(=O)CNC(=O)c1ccccc1 = 4.1, -5, 114, 2, 2, -6, -1, -1, 6
Shown for COc1cccc(C(=O)Cn2c(=N)n(C)c3ccccc32)c1 = -1.9, -1, 96, -4, -19, -2, 7, -2, -1

Next section:
SMILES,PP5 inh,PP1 counter,Yeast superoxide,HCV core dimer,GASC-1 inh,TPT1 inh,EBNA-1 inh,Fh CTSL1 inh,ZTA DNA inh
CSCCC(NC(=O)c1ccc([N+](=O)[O-])cc1Cl)C(=O)OC1CCCCC1=O (centres undefined),-0.4,-5,107,-1,-11,-2,-6,4,-9
O=C(NCc1ccccc1)C(=O)NCC1OCCCN1S(=O)(=O)c1cccs1 (centres undefined),2.9,-5,101,16,-5,0,-10,5,-15
CCN1CCN(c2ccc(S(=O)(=O)N3CCOCC3)cc2NC(=O)c2ccc(Cl)s2)CC1,7.3,-10,101,-2,4,0,-7,0,4
CCOC(CNC(=O)CN1C(=O)COc2ccc(S(=O)(=O)N3CC(C)CC(C)C3)cc21)OCC (centres undefined),0.1,1,96,-1,-15,-2,0,-2,3
Cc1cc(C(=O)NN=C2CCCC2)c2ccccc2n1,-2.2,-3,106,-2,1,0,-12,8,4
Cc1cc(C(=O)Nc2ncc(C)s2)c2ccccc2n1,0.3,-3,106,2,-18,-2,-10,2,-16
Cc1ccc(C2NC(=O)NC(O)(C(F)(F)F)C2C(=O)c2ccccc2)o1 (centres undefined),-1.8,-6,104,-1,-15,2,10,-3,14
COc1cc(/C=N/NC(=O)CCN2CCN(C)CC2)cc2c1OCO2,4.2,-1,98,-2,-1,2,-2,-1,13
CCOC(=O)c1sc(NC(=O)c2sccc2C)cc1C,3.1,0,107,8,6,0,-3,10,5
C#CCn1c(O)c(N=NC(=O)CNC(=O)/C=C/c2ccccc2)c2ccccc21,3.2,15,92,8,17,2,8,0,14
Cc1cc(C(=O)COC(=O)Cc2n[nH]c(=O)c3ccccc23)c(C)n1-c1ccc2c(c1)OCCO2,1.2,6,92,20,3,-2,6,-4,1
Cc1cccc(NC(=S)N(CCN(C)C)C(C)c2ccccn2)c1 (centres undefined),0.9,0,110,6,4,1,-9,-4,-1
O=C(NC1CCCCC1)N1CCN(Cc2ccco2)CC1,-0.4,-2,105,-3,6,3,8,-3,17
CC(C)CCNC(=O)C1CCCCN1S(=O)(=O)c1ccc(F)cc1 (centres undefined),2.3,3,105,3,-5,1,-19,3,-5
O=C1OC(/C(=C\NCc2ccccc2)[N+](=O)[O-])c2ccccc21 (centres undefined),-2.5,-2,90,0,-4,-3,4,5,-15
CN(C)C(=O)CSc1nc2ccc(N3C(=O)c4ccccc4C3=O)cc2s1,0.2,-5,117,7,-18,3,2,-1,-1
CCN(CCCNc1ncnc2nc[nH]c12)c1cccc(C)c1,0.4,0,88,-10,29,-3,3,-2,6
CC(=O)Nc1nc(C(=O)Nc2c(C)n[nH]c2C)cs1,2.1,-3,109,-3,2,0,6,-3,-5
Cc1c(N2C(=O)/C(=C/C3CC=CCC3)SC2=S)c(=O)n(-c2ccccc2)n1C (centres undefined),-0.9,-6,102,11,39,5,-2,0,5
Cc1nn(CCC(=O)O)c(C)c1C,-1.5,-2,139,0,-9,-1,-1,8,11
COc1ccc(NC(=O)CN(C)S(=O)(=O)c2ccc3c(c2)OCCO3)c2ncccc12,0.4,0,88,5,-5,2,14,3,-10
Cc1ccc(N2CCC(N3CCN(C4CCCCC4)C(CCO)C3)CC2)cc1 (centres undefined),3.2,-4,90,2,-1,-1,-2,4,-8
COC(=O)c1[nH]c2cc(OC)ccc2c1NC(=O)CCN1CCN(c2ccccc2)CC1,4.6,4,96,-1,10,-3,-8,0,12
CC1=NNC(=O)C1CCC(=O)N/N=C\c1ccccc1[N+](=O)[O-] (centres undefined),-1.0,-1,99,-2,19,0,4,1,0
Cc1cccc(Cl)c1NC(=O)N1CCCN(c2ncccc2[N+](=O)[O-])CC1,-0.1,-2,110,4,-4,-4,-4,-1,-2
Cn1c(CNC(=O)c2ccco2)nnc1SCC(=O)Nc1ccc(Cl)cc1,0.1,4,102,-4,1,0,9,1,-4
COCCNC(=O)c1cccc2c1-c1ccccc1C2=O,0.9,-2,91,0,-6,0,-3,0,-3
COc1ccc(C(=O)Nc2ccc(S(=O)(=O)N3CCCC3)cc2)c(OC)c1,2.9,-2,117,5,7,-4,11,0,5
COc1cccc(NC(=O)CN(C)C(=O)c2c(C)noc2C)c1,2.0,-1,96,x,-1,x,x,x,-2
NC(=S)N(c1ccccc1)c1ccccc1,-0.2,-2,83,-3,2,1,3,3,-3
O=c1nc(N/N=C/c2ccccn2)cn[nH]1,1.8,5,96,-7,0,-7,10,1,-16
COC(=O)C(F)(F)Sc1c(C)[nH]c2ccccc12,1.4,0,105,-1,1,-3,-1,-1,-8
O=C(CCn1nnc2ccccc21)Nc1nnc(COc2ccc(F)cc2)s1,-1.5,4,110,-1,-1,2,24,3,0
COc1cc(C(=O)Nc2ccc(C(N)=O)cc2)c([N+](=O)[O-])cc1OC,2.8,-11,103,-13,1,3,-1,0,-4
O=C(NNC(=S)NCC1CCCO1)c1cc(Br)ccc1Cl (centres undefined),1.2,1,111,-4,7,1,8,-9,-8
O=C1c2cccnc2C(=O)N1Cc1ccc(S(=O)(=O)NCc2ccco2)cc1,2.0,0,96,-3,13,1,4,1,5
CNC(=O)NNC(=O)c1csc(Cc2c(Cl)sc3ccc(Cl)cc23)n1,-1.6,1,105,0,-2,0,3,1,10
COc1ccc(C(=O)c2c[nH]c(C(=O)NCc3cccs3)c2)cc1,1.1,-2,88,10,-14,1,9,-4,6
Cc1nonc1NC(=O)OC1CCCCC1,0.8,-1,98,-2,0,1,-2,5,8
CC1=C(C#N)C(NC(=O)c2ccc(Cl)cc2)(C(F)(F)F)C(=O)N1 (centres undefined),-2.1,0,95,-1,10,-2,2,-5,-9
O=C(C1CCCN1S(=O)(=O)c1cccc2cccnc12)N1CCn2c1nc1ccccc12 (centres undefined),-0.1,-1,97,3,-3,-3,-6,-1,-1
C/C=C(\C)CN1CCC(n2nccc2NC(=O)c2ccc(OC)cc2)CC1,2.4,-13,94,0,-18,3,-2,0,-11
CCOC(=O)c1sc(NC(=O)c2ccoc2C)c(C(N)=O)c1C,4.0,7,98,4,29,3,10,-2,-8
CSc1ccccc1NC(=O)CN(C)Cc1cc(=O)n2ccsc2n1,-1.4,-1,83,1,77,-1,-1,8,-17
Cc1cc(C)c(NC(=O)COC(=O)Cc2ccsc2)c(C)c1,1.0,-2,95,0,4,1,7,-4,-1
